USP1 inh – Inhibitors of USP1/UAF1: Primary Screen; Ubiquitin carboxyl-terminal hydrolase 1 (Homo sapiens), O94782; recombinant USP1/UAF1, Ub-Rhodamine cleavage fluorescence; Potency, µM (highest dose often 57.1 µM), for the others: top-dose activity change, negative = inhibition, hits mostly inhibitors; hit rate 0.23% among 390,000; further: potency means the concentration at half of the fitted maximal effect; on the % scale 0 is the no-effect control and ±100 the full control effect; nearly all actives have a fitted effect of over 60% in size; inactives centre near -12
Target sequence (O94782 whole entry, looked up): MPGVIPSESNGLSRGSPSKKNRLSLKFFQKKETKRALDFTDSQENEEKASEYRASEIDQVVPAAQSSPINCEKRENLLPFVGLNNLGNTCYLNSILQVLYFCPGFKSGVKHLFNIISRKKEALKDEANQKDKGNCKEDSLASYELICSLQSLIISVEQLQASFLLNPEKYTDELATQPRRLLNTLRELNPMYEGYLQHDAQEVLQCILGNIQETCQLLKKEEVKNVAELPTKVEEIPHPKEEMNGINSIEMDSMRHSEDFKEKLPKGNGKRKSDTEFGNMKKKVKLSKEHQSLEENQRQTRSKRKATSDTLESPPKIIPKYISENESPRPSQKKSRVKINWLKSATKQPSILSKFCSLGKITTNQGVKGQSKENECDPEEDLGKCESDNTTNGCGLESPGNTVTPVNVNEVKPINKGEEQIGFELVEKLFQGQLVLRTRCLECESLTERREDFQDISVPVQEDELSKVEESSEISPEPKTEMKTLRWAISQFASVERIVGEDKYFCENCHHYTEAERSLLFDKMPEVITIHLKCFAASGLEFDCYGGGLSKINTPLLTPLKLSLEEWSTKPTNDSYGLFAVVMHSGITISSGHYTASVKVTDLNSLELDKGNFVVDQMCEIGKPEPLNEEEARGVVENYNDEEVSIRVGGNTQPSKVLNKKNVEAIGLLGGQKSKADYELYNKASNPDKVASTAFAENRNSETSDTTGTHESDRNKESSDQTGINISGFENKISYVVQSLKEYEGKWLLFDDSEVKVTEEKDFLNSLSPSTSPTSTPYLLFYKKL
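1 nM enzyme complex + cpd, 15 min RT; start with Ub-Rho 150nM final; kinetic fluorescence ex 480/em 540, 6 reads q60 s. Buffer 50mM HEPES pH 7.8, 0.5mM EDTA, 0.1 mg/ml BSA, 1mM TCEP, 0.01% Tween-20.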
mIDH1 inhibitor – qHTS for Inhibitors of mutant isocitrate dehydrogenase 1 (IDH1): qHTS; AID 602179, 2012; hit rate 0.093% among 390,000; IDH1-R132H enzyme, NADPH consumption, diaphorase/resazurin fluorescence; Potency, µM (series often up to 76.6 µM), without a hit: top-dose activity change, negative = inhibition, actives largely listed as inhibitors; further: potency means the concentration at half of the fitted maximal effect; on the % scale 0 is the no-effect control and ±100 the full control effect; nearly all actives have a fitted effect of over 65% in size
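IDH1-R132H (0.5 ug/mL) preincubated 30 min with compound, then NADPH (0.016 mM) and alpha-KG (2 mM) added; 80 min at RT, pH 7.5. Remaining NADPH coupled via diaphorase/resazurin to fluorescence (540/590 nm); concentration-response curves normalized to no-enzyme control.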
HP1b chromo inh – HTS for Inhibitors of HP1-beta Chromodomain Interactions with Methylated Histone Tails. AlphaScreen HP1-beta / biotin-H3K9me3 peptide binding. Potency, µM (doses to about 114 µM), inactives show at the highest dose activity change, negative = inhibition, most hits filed as inhibitors. hit rate 0.56% among 390,000. AID 540317, 2011; further: potency means the concentration at half of the fitted maximal effect; nearly all actives have a fitted effect of over 70% in size; inactives centre near 23
Target sequence (P83916 whole entry, looked up): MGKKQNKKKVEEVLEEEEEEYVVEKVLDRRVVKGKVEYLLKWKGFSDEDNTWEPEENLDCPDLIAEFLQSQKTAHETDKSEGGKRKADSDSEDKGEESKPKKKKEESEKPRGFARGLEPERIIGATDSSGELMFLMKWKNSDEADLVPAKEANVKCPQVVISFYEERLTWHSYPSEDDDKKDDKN
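AlphaScreen: HP1-beta (50 nM) preformed 30 min with biotin-H3(1-18)K9me3 peptide (50 nM) in PBS pH 7.4, 0.01% Tween-20. Compound added for 30 min at RT, then streptavidin donor/nickel chelate acceptor beads (10 ug/mL) for 30 min.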
Tb PGK inh – qHTS Assay to Find Inhibitors of Phosphoglycerate Kinase; PGK/GAPDH coupled, Kinase-Glo luminescence, 60 min; Potency, µM (titrated, usually from 57.5 µM), for inactives: top-dose activity change, negative = inhibition, most hits filed as inhibitors; hit rate 0.043% among 380,000; AID 602233, 2012; further: potency means the concentration at half of the fitted maximal effect; on the % scale 0 is the no-effect control and ±100 the full control effect; nearly all actives have a fitted effect of over 60% in size
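Luminescent ATP detection (Kinase-Glo Plus) follows a 60-minute room-temperature incubation, with wells lacking PGK as controls. Buffer: 100 mM TEA (pH 7.6), 5 mM MgCl2, 0.01% Tween-20. Coupling enzyme GAPDH (100 nM final) supplies unstable 1,3-BPG in-well.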
rTrxR1 inhibitor – qHTS Assay for Inhibitors of Mammalian Selenoprotein Thioredoxin Reductase 1 (TrxR1): qHTS | Thioredoxin reductase 1, cytoplasmic (Rattus norvegicus), O89049 | recombinant rTrxR1, NADPH fluorescence consumption, selenite substrate | Potency, µM (doses to about 114 µM), without a hit: top-dose activity change, negative = inhibition, hits mostly inhibitors | hit rate 1% among 390,000; further: potency means the concentration at half of the fitted maximal effect; on the % scale 0 is the no-effect control and ±100 the full control effect; nearly all actives have a fitted effect of over 65% in size
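Rat TrxR1 (90 nM in the dispensed reagent) was pre-reduced with 400 uM NADPH for 5 min at room temperature, then incubated with compound for 15 min. After 400 uM selenite was added, NADPH fluorescence (Ex 340/Em 450 nm) was followed for 8 min.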
TrxR1 substrate – qHTS Assay for Substrates of Mammalian Selenoprotein Thioredoxin Reductase 1 (TrxR1): qHTS. Potency, µM (doses to about 114 µM), for inactives: at the top dose activity change, negative = substrate turnover. hit rate 0.01% among 390,000. purified TrxR1 substrate turnover, NADPH consumption readout. Thioredoxin reductase 1, cytoplasmic (Rattus norvegicus), O89049; further: potency means the concentration at half of the fitted maximal effect; on the % scale 0 is the no-effect control and ±100 the full control effect; nearly all actives have a fitted effect of over 50% in size
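Rat TrxR1, dispensed at 90 nM, was prereduced with 400 uM NADPH (final) for 5 min at ~22 deg C, then incubated with compound 15 min before 400 uM selenite. A first-read NADPH fluorescence drop versus no-compound background flagged substrates.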
Pin1 inh – qHTS Assay to Find Inhibitors of Pin1; Peptidyl-prolyl cis-trans isomerase NIMA-interacting 1 (Homo sapiens), Q13526; Pin1 FP peptide displacement, HiFluor488, 10 min; Potency, µM (titrated, usually from 115 µM), inactives show top-dose activity, negative = inhibition, usual class: inhibitors; hit rate 0.009% among 390,000; AID 504891, 2011; active means well fitted inhibition curve with a large enough effect in the polarisation, with a control signal flat, not every such curve was filed as active; inconclusive means small, poorly fitted or top-dose-only effect, or effect the other way, or a change in a side signal; inactive means no such curve, though single readings can be large or run the other way; the % refers to the polarisation; further: potency means the concentration at half of the fitted maximal effect; on the % scale 0 is the no-effect control and ±100 the full control effect
PI4K2A block – qHTS for small molecular inhibitors of PI4K2A; hit rate 0.13% among 420,000; purified PI4K2A, ADP-Glo luminescence, 1 h; hits give low values; Phosphatidylinositol 4-kinase type 2-alpha (Homo sapiens), Q9BTU6; activity change, negative = inhibition, % at 76.9 µM; in the data active means activity change below about -50%; inconclusive means mostly about -30% to -49%;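 further: -100% = wells without enzyme as full effect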
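Compounds are screened against recombinant PI4K2A using PI as substrate and ATP, the latter dispensed at 300 microM. Reactions run one hour at ambient temperature before ADP-Glo detection; full inhibition defined by wells lacking enzyme.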
GLS inh – qHTS for Inhibitors of Glutaminase (GLS). AID 624170, 2012. Glutaminase kidney isoform, mitochondrial (Homo sapiens), O94925. hit rate 0.21% among 410,000. Potency, µM (series often up to 45.5 µM), inactives show at the top dose activity change, negative = inhibition, usual class: inhibitors. GLS enzymatic activity, qHTS titration; further: potency means the concentration at half of the fitted maximal effect; on the % scale 0 is the no-effect control and ±100 the full control effect
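hKGA; 45 mM KH2PO4 pH 8.2 + 0.02% Tween-20; cpd via pin tool; 1 mM Gln soln; GluOx/HRP/Amplex Red; RT 30 min; fluor. t0 & final.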
* = called active by the depositor; i = inactive; u = inconclusive; x = no result given; [ ] = another dose, or the depositor's remark. Unless noted, the call rests on the fitted dose curve; in most records, active means well fitted curve in the direction sought with a large enough effect; inconclusive means small, poorly fitted or top-dose-only effect, or another doubt; inactive means no such curve, though single readings can be large; an effect the other way counts as inactive or inconclusive.

entry | Compound | USP1 inh | mIDH1 inhibitor | HP1b chromo inh | Tb PGK inh | rTrxR1 inhibitor
1 | CCOc1ccc(NC(=O)N(CCCN2CCOCC2)Cc2cccnc2)cc1 | -17% | 2% | 61%[activator] | -6% | 15%
2 | O=C(O)c1ccccc1NC(=S)NC(=O)c1sc2ccccc2c1Cl | -11% | 16% | -7% | -3% | 20%[57.1 µM]
3 | Cc1cc(C)cc(NC(=O)CSc2nc3nc(C)cc(C)c3c(=O)[nH]2)c1 | -23% | 6% | 21% | -6% | 19%
4 | CCCc1cc(=O)[nH]c2nnc(SCC(=O)Nc3cc(C)on3)n12 | -6% | 1% | -3% | -5% | -6%[57.1 µM]
5 | COc1ccc(OCc2cc(C(=O)NCc3cccc(C)n3)no2)c(Cl)c1 | -19% | 1% | 7% | 1% | -15%
6 | CCOc1ccc(OCCCC(=O)NCCc2ccc(OC)cc2)cc1 | -21% | -11% | 35% | -2% | 24%
7 | Cc1cc(N2CCCCC2)nc(SCc2ccc(C#N)cc2)n1 | -9% | 7% | 78%[activator] | i | -12%
8 | Cc1c(NC(=S)NC(=O)c2ccc(Cl)cc2)c(=O)n(-c2ccccc2)n1C | 16% | 1% | 12% | -1% | 4%[57.1 µM]
9 | COC(=O)CCCC(=O)NC1CCCc2c1cnn2-c1ccc(F)cc1F (centres undefined) | -7% | -1% | 43%[activator] | -5% | 21%
10 | COc1cccc(C(=O)NCC(=O)OCc2cc(=O)n3nc(C)sc3n2)c1 | 7% | 20% | 79%[activator] | -6% | 23%[57.1 µM]
11 | O=C(CN1CCCN(Cc2ccc(F)cc2Cl)C1=O)NCc1ccccc1 | -8% | -3% | 36% | 6% | 16%[57.1 µM]
12 | CCOC(=O)c1cnn(Cc2ccccc2Cl)c1N | -2% | 1% | 13% | i | -1%

entry | TrxR1 substrate | Pin1 inh | PI4K2A block | GLS inh
1 | 3% | -6% | 3 | -2%
2 | 18%[57.1 µM] | -9% | -4 | -2%
3 | 1% | 9% | -6 | 0%
4 | -4%[57.1 µM] | -7% | -1 | 0%
5 | -12% | 3% | 1 | 3%
6 | 3% | -3% | -2 | 3%
7 | -15% | 6% | 6 | 1%
8 | 5%[57.1 µM] | -9% | -2 | 3%
9 | 0% | 7% | 1 | -5%
10 | 9%[57.1 µM] | -7% | -1 | -5%
11 | 15%[57.1 µM] | -1% | -1 | -3%
12 | -8% | 2% | -1 | -10%

Additional entries
entry | Compound | USP1 inh | mIDH1 inhibitor | HP1b chromo inh | Tb PGK inh | rTrxR1 inhibitor
13 | CCN1C(=O)CCN(C2CCCC2)c2nc(Nc3ccc(C(=O)NC4CCN(C)CC4)cc3OC)ncc21 | -6% | 2%[38.3 µM] | 37% | -1% | -2%
14 | O=C1CCCC2=C1C(c1ccc(O)c(O)c1)Nc1ccc3ncccc3c12 (centres undefined) | -25% | -1% | u | -7% | u
15 | O=C(Cc1ccc(NC(=O)C2CCCN(C(=O)C3CCC3)C2)cc1)Nc1cccc(C(=O)N2CCCC2)c1 (centres undefined) | -29% | -13% | 42%[activator] | -7% | -16%
16 | CC(OC(=O)CCc1nc2ccccc2c(=O)[nH]1)C(=O)Nc1cccc(C(F)(F)F)c1 (centres undefined) | -16% | -6% | 0% | -8% | 11%
17 | N#CC(c1nc2ccccc2nc1OCCO)S(=O)(=O)c1ccccc1 (centres undefined) | -8% | -4% | 27% | 7% | -15%
18 | CCOC(=O)C[N+](C)(C)CCOC1CC2CCC1(C)C2(C)C (centres undefined) | -4% | 0% | 27% | -1% | -1%
19 | COc1ccc(-c2noc(-c3ccccc3NC(=O)c3cc(OC)c(OC)c(OC)c3)n2)cc1 | u | -3% | 25% | 7% | -1%
20 | COc1ccc(OC)c(CC(NC(C)=O)C(=O)NC2CCN(c3c(Cc4ccccc4)c(C)nc4ncnn34)CC2)c1 (centres undefined) | -13% | -11% | -4% | 2% | 8%[57.1 µM]
21 | CCOc1nc(N(C)C)nc(-n2nnc(C(C)=O)c2C)n1 | 3% | -6% | 25% | 3% | -8%[57.1 µM]
22 | COc1ccc(CN(Cc2ccccc2)C(=O)c2ccno2)cc1COc1ccc(NC(C)=O)cc1 | x | x | u | x | -32%
23 | O=C(Nc1ccc(C2CC2(Cl)Cl)cc1)c1ccccc1Br (centres undefined) | -5% | 8% | 45%[activator] | -2% | -8%
24 | CCNc1nc(NCC)n2c(SCC(=O)Nc3ccccc3F)nnc2n1 | -11% | -12% | -14% | -1% | 38%[57.1 µM]

entry | TrxR1 substrate | Pin1 inh | PI4K2A block | GLS inh
13 | -4% | u | 1 | 8%
14 | -8% | u | -9 | -20%
15 | -13% | 0% | -5 | 0%
16 | 0% | -4% | 9 | -16%
17 | -10% | -7% | -2 | -2%
18 | -7% | -3% | 5 | 1%
19 | -1% | x | 3 | 2%
20 | 8%[57.1 µM] | -8% | 8 | 4%
21 | -12% | -7% | 9 | 9%
22 | -9% | 44%[activator] | x | x
23 | -12% | 1% | -4 | 5%
24 | 18%[57.1 µM] | -3% | -11 | 0%

Additional compounds.
entry | Compound | USP1 inh | mIDH1 inhibitor | HP1b chromo inh | Tb PGK inh | rTrxR1 inhibitor
25 | CCn1c2ccccc2c2nnc(N3CCN(c4cccc(C)c4C)CC3)nc21 | -12% | -5% | 40%[activator] | -2% | 22%
26 | COc1ccc(NC(=O)CCSc2ccc(C)cc2)cc1S(=O)(=O)Nc1ccccc1Cl | -9% | -1% | 6% | -4% | -9%
27 | O=c1c(Cc2ccccc2)c(O)ccn1CCc1cnc[nH]1 | -18% | -15% | 34% | -2% | 20%
28 | COc1ccccc1C1NC(=O)CCC1[N+](=O)[O-] (centres undefined) | u | 2% | 4% | 9% | 15%[57.1 µM]
29 | CC(C)(C)c1csc(NC(=O)Cn2c(=O)oc3ccccc32)n1 | -19% | 12% | -27% | -7% | 1%
30 | O=C(NNC1CC(=O)N(c2ccc(Br)cc2)C1=O)c1cccs1 (centres undefined) | -10% | 6% | 67%[activator] | 8% | -15%
31 | CCOC(=O)c1ccccc1NC(=O)C1CCN(c2ncnc3sc(C)c(C)c23)CC1 | -2% | 2% | 1% | 5% | 28%[57.1 µM]
32 | O=C(CCC(=O)N1CCN(c2ccc(F)cc2)CC1)N1CCN(c2ccc(F)cc2)CC1 | -21% | 1% | 27% | -9% | 23%
33 | Cc1cc(=O)[nH]c(/N=C(\N)Nc2ccc(Oc3ccccc3)cc2)n1 | -21% | 3% | 25% | 0% | 24%
34 | CCN(CC(=O)NCc1cccs1)C(=O)c1ccc(Cl)c(Cl)c1 | -5% | -7% | 18% | -5% | 16%
35 | Cc1c(C(=O)N2CCCCC2)c(S(=O)(=O)NCCc2ccc(S(N)(=O)=O)cc2)c(C)n1C | -8% | -1% | 30% | -3% | 17%
36 | O=C(c1ccc2snnc2c1)N1CCN(c2ccccn2)CC1 | -12% | 1% | 21% | 15% | 7%

entry | TrxR1 substrate | Pin1 inh | PI4K2A block | GLS inh
25 | 25% | 17% | -5 | -3%
26 | -13% | 18% | 0 | 7%
27 | -2% | -1% | -12 | 16%
28 | 15%[57.1 µM] | 2% | -3 | -3%
29 | -3%[57.1 µM] | 0% | -1 | -12%
30 | -1% | -2% | -3 | 19%
31 | -7%[57.1 µM] | -9% | 2 | -3%
32 | 4% | -6% | 4 | 12%
33 | 6% | -5% | 1 | -1%
34 | -3% | -1% | 2 | -2%
35 | 6% | -1% | 1 | 3%
36 | 0% | -5% | 0 | 9%

4 consecutive records out of the list so far:
entry | Compound | USP1 inh | mIDH1 inhibitor | HP1b chromo inh | Tb PGK inh | rTrxR1 inhibitor
32 | O=C(CCC(=O)N1CCN(c2ccc(F)cc2)CC1)N1CCN(c2ccc(F)cc2)CC1 | -21% | 1% | 27% | -9% | 23%
33 | Cc1cc(=O)[nH]c(/N=C(\N)Nc2ccc(Oc3ccccc3)cc2)n1 | -21% | 3% | 25% | 0% | 24%
34 | CCN(CC(=O)NCc1cccs1)C(=O)c1ccc(Cl)c(Cl)c1 | -5% | -7% | 18% | -5% | 16%
35 | Cc1c(C(=O)N2CCCCC2)c(S(=O)(=O)NCCc2ccc(S(N)(=O)=O)cc2)c(C)n1C | -8% | -1% | 30% | -3% | 17%

entry | TrxR1 substrate | Pin1 inh | PI4K2A block | GLS inh
32 | 4% | -6% | 4 | 12%
33 | 6% | -5% | 1 | -1%
34 | -3% | -1% | 2 | -2%
35 | 6% | -1% | 1 | 3%

A portion of the library, so the mix of outcomes need not match the whole.
